# HTR5A inv ctr – inverse agonist of human HTR5A in OPRM1-OPRD1 counter-screen; P47898; HTR5A cell line, luminescence, inverse agonism; inhibition, % at 9.3 µM; actives 0.083% (n = 340,000); AID 504634; in the data active = inhibition mostly above about 23%, no sharp cut-off; inactive = mostly below about 18%;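 also: 0% = cells with DMSO and 100% = no-cell wells with DMSO; some compounds called inactive have numbers as strong as hits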
# MOR-DOR ag – OPRM1-OPRD1 heterodimerization agonism | activation, % at 9.3 µM | actives 0.3% (n = 340,000) | cells, luminescence | AID 504326; in the data active = activation above about 18%;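 also: 0% = vehicle-treated cells and 100% = reference agonist; values of inactives mirror those of a sister screen read the other way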
# V-ATPase pHluor – alters yeast V-ATPase proton transport. S. cerevisiae, pHLuorin cytosolic pH fluorescence. response, % at 10 µM. actives 0.37% (n = 350,000). AID 504577; in the data active = response mostly above about 7.3%, no sharp cut-off; inactive = mostly below about 5.4%; also: actives read high; inactives centre near 0; some compounds called inactive have numbers as strong as hits; reference of the scale not given here
# Arrestin-AP2 inh – blocks beta-arrestin peptide binding to AP2 adaptin. FITC-arrestin peptide / GST-AP2 beads, flow cytometry; AP2 beta2 appendage carries R879A mutation. inhibition, % at 10 µM. actives 0.31% (n = 340,000). AID 504490;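 active = inhibition above a set limit, near 3 SD of compounds lacking own fluorescence, cut at about 54% in these data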;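 also: plate controls were DMSO wells for no effect and 5 µM unlabelled arrestin peptide for full effect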
#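 test system = AP2 appendage R879A on GSH beads | buffer or medium = PBS plus Tween 20 (0.05%) and BSA (0.1%) | incubation = 12 min plus 1 h, RT | detection = bead flow cytometry, FITC channel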
# DAGLB inh – diacylglycerol lipase beta (human) inhibition; inhibition, % at 5.17 µM; Q8NCG7; actives 0.059% (n = 340,000); HEK293T DAGLB membrane lysate, EnzChek fluorogenic substrate; in the data active = inhibition above about 34%;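 also: 0% = enzyme with vehicle and 100% = wells lacking enzyme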
# PKA-R2B act – PKA-R2B complex activation | P22694+P31323 | PKA-R2B holoenzyme dissociation, Cy5-IP20 fluorescence polarization; R2B truncated from residue 108, S112A mutant; 0% DMSO only, 100% 113 µM cGMP | activation, % at 11.4 µM | actives 0.079% (n = 340,000) | AID 504700;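 active = activation above a cutoff set at the mean over all compounds plus 3 SD, cut at about 18% in these data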;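 also: higher means more holoenzyme dissociation and a rise in polarization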
# HTR5A ag ctr – HTR5A agonism, opioid heterodimer counter-screen; AID 504692; actives 0.61% (n = 340,000); HTR5A agonist assay, luminescence, cell-based; activation, % at 9.3 µM; P47898; in the data active = activation mostly above about 9.5%, no sharp cut-off; inactive = mostly below about 7.6%;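 also: 0% = cells with vehicle only and 100% = reference agonist; strong numbers were not always called active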
# PKA-R1A act – PKA-R1A complex activation | P00514+P68181 | PKA-R1A dissociation, Cy5-IP20 fluorescence polarization; scaled: DMSO 0%, 113 µM cGMP 100% | actives 0.083% (n = 340,000) | activation, % at 11.4 µM;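 active = percent activation above the mean of all tested compounds plus 3 SD, cut at about 19% in these data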;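 also: higher means more PKAc released from R1A so a rise in polarization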
# Pemphigus Ab inh – blocks pemphigus antibody binding to human desmoglein-3. P32926. DSG3-coupled beads, scFv-anti-DSG3-GFP binding, flow cytometry; hits give low values. binding (percent of control), % at 10 µM. actives 0.48% (n = 310,000);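 active = binding more than 3 SD below its plate's average and above zero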;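 also: hits lower antibody fragment binding to DSG3; some compounds called inactive have numbers as strong as hits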
# Target sequence (P32926 whole entry, looked up, the tested form may be a part): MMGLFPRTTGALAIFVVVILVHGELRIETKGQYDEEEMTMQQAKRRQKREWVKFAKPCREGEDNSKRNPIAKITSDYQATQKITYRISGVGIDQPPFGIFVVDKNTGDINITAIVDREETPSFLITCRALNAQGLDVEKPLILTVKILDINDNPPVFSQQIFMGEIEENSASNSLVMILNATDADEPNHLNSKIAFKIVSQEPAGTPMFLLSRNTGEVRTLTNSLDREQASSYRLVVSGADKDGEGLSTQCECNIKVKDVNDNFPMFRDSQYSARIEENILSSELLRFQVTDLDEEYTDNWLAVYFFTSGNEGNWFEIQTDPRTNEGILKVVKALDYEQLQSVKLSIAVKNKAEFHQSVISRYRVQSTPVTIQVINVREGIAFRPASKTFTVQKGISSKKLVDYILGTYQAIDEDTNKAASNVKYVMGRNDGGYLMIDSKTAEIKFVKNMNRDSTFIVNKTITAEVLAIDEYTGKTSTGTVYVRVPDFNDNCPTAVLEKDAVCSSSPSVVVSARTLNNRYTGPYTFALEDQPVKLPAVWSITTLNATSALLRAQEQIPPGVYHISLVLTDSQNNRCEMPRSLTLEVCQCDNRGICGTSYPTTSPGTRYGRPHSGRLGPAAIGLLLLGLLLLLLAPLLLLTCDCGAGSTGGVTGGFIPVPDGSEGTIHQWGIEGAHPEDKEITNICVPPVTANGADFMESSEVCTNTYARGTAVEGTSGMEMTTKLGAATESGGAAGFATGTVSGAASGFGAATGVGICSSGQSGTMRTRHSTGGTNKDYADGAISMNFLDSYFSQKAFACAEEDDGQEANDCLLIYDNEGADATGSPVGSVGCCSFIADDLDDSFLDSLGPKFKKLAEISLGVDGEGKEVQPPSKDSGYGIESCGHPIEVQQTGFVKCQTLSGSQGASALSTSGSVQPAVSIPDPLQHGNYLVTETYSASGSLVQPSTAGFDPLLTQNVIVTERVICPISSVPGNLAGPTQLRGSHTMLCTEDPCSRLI
# MOR-DOR inv ag – mu-delta opioid heterodimer inverse agonism | inhibition, % at 9.3 µM | P35372+P41143 | actives 0.21% (n = 340,000) | cell-based MOR-DOR heterodimer luminescence | AID 504357; in the data active = inhibition above about 22%, passing the limit was not always enough;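 also: 0% = cells with DMSO and 100% = wells without cells with DMSO; values of inactives mirror those of a sister screen read the other way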
# An asterisk follows results filed as active; . = no result given.
# Letters – A = HTR5A inv ctr; B = MOR-DOR ag; C = V-ATPase pHluor; D = Arrestin-AP2 inh; E = DAGLB inh; F = PKA-R2B act; G = HTR5A ag ctr; H = PKA-R1A act; I = Pemphigus Ab inh; J = MOR-DOR inv ag
CCc1ccc(NC(=O)c2cccnc2)cc1
  A = 6; B = -2.4; C = -1; D = -5; E = -1; F = -5; G = -2; H = 8; I = 91; J = 12

COc1ccc2cc(N3CCCC3=O)ccc2c1
  A = 1; B = -2.2; C = 0; D = -4; E = 0; F = -3; G = 0; H = -4; I = 88; J = 12

CCc1ccc(N(CC(=O)NCc2ccc(OC)cc2)C(=O)CCC(=O)Nc2ccccn2)cc1
  A = -1; B = -1.3; C = -1; D = -6; E = 1; F = 14; G = -3; H = -1; I = 97; J = 8

O=C1CCCC2=C1C(c1ccc(O)c(O)c1)Nc1ccc3ncccc3c12 (stereo not drawn)
  A = 5; B = 2.5; C = -2; D = 14; E = 2; F = -4; G = -2; H = -2; I = 97; J = -13

O=C(c1ccco1)N1CCN(C(=O)c2cnn3c(C(F)(F)F)cc(-c4cccs4)nc23)CC1
  A = -20; B = -2.1; C = -1; D = -6; E = 0; F = -8; G = 5; H = 5; I = 121; J = 12

CCc1ccc([C@@H]2C[C@H]3[C@@H](CN2S(=O)(=O)c2ccc(C)cc2)C(=O)C[C@@H](c2ccc(C)cc2)N3S(=O)(=O)c2ccc(C)cc2)cc1
  A = .; B = .; C = -3; D = .; E = -6; F = -3; G = .; H = -10; I = 96; J = .

O=C(CCN1c2ccccc2Sc2ccccc21)Nc1ccccc1
  A = -3; B = 9.0; C = 4; D = -6; E = -10; F = -9; G = -6; H = -17; I = .; J = -45

Cc1ccc(CS(=O)Cc2ccc(C(=O)N3CCN(C4CCCCC4)CC3)o2)cc1 (stereo not drawn)
  A = -22; B = -3.0; C = -1; D = 8; E = 1; F = 10; G = 6; H = -4; I = 114; J = 15

CN(C)S(=O)(=O)c1cc(NC(=O)COC(=O)Cc2ccc(Br)cc2)ccc1Cl
  A = 17; B = 1.0; C = 6; D = -4; E = -2; F = -10; G = 2; H = 11; I = 129; J = -6

CCc1ccc2c(c1)C1(SC(NC(C)=O)=NN1C(C)=O)C(=O)N2CC (stereo not drawn)
  A = -5; B = -1.4; C = -3; D = 10; E = 2; F = -8; G = 2; H = -6; I = 100; J = 7

CCOc1cc(CNn2cnnc2SCC(=O)NC(C)(C)C)ccc1OCC(=O)NC(C)(C)C
  A = -14; B = -0.6; C = 0; D = 4; E = -1; F = 7; G = 5; H = -11; I = 104; J = 3

CN(C)S(=O)(=O)N1CCN(CC(=O)Nc2ccc(Br)cc2)CC1
  A = -6; B = -0.8; C = -5; D = 1; E = -2; F = -3; G = 2; H = -7; I = 99; J = 4

CCOc1ccc(NC(=O)c2ccco2)c([N+](=O)[O-])c1
  A = -16; B = 4.9; C = 3; D = -11; E = -3; F = 5; G = 3; H = -1; I = 102; J = -27

COC(=O)CSc1nnnn1-c1cccc2ccccc12
  A = 23; B = -2.5; C = 2; D = 6; E = -2; F = -1; G = 3; H = -1; I = 102; J = 14

CCOC(=O)Cc1cc(C)[nH]c1C(=O)OCC
  A = -9; B = -2.1; C = 5; D = 52; E = 0; F = 0; G = 1; H = 2; I = 98; J = 11

Cc1ccc(CNS(=O)(=O)NCc2ccccc2F)cc1
  A = 14; B = 0.5; C = 1; D = 6; E = -2; F = -8; G = -5; H = -1; I = 93; J = -3

CC12CC3(C)CC(C)(C1)CC(C(=O)NCC(=O)O)(C2)C3
  A = -3; B = -2.0; C = -2; D = 15; E = 2; F = -6; G = 1; H = 0; I = 96; J = 10

CCCN1CCC(NC(=O)CCc2nnc(Cc3cc(OC)ccc3OC)o2)CC1
  A = -15; B = 0.2; C = -2; D = 27; E = 0; F = -2; G = 7; H = 4; I = .; J = -1

CCc1ccccc1Nc1nc(N)nc(COC(=O)c2cccn2C)n1
  A = -1; B = -1.6; C = -1; D = -1; E = -1; F = -5; G = -4; H = 0; I = 94; J = 9

CC1CCCN(C(=S)Nc2ccc(S(=O)(=O)N3CCCCC3)cc2)C1 (stereo not drawn)
  A = -15; B = -2.3; C = -2; D = 9; E = -4; F = 3; G = 0; H = -9; I = .; J = 11

CN(C)c1nc(NC(C)(C)C)nc(SCC(=O)Nc2ccccc2)n1
  A = 7; B = 3.6; C = 1; D = -18; E = -6; F = -10; G = 8; H = -9; I = 102; J = -18

CNC(=O)COC(=O)/C=C/c1cn(-c2ccccc2)nc1-c1ccc2c(c1)OCCO2
  A = 2; B = -1.7; C = -5; D = 12; E = -1; F = -6; G = -1; H = -17; I = 114; J = 8

Cc1ccc(C)c(OCCC(=O)OCC(=O)N2c3ccccc3NC(=O)C2(C)C)c1
  A = 12; B = 3.2; C = 0; D = -9; E = -2; F = -7; G = -3; H = -21; I = 97; J = -17

O=C(C[n+]1ccc(C(=O)N/N=C/c2ccc(Br)cc2)cc1)c1ccccc1
  A = 7; B = 0.6; C = -2; D = 0; E = -1; F = 5; G = -3; H = -1; I = 108; J = -4

CCC(=O)Nc1cccc2ccccc12
  A = 0; B = -2.9; C = -1; D = 0; E = 0; F = -6; G = 1; H = -8; I = 95; J = 15

# Next section (4 carried over from the part before).
# Letters – A = HTR5A inv ctr; B = MOR-DOR ag; C = V-ATPase pHluor; D = Arrestin-AP2 inh; E = DAGLB inh; F = PKA-R2B act; G = HTR5A ag ctr; H = PKA-R1A act; I = Pemphigus Ab inh; J = MOR-DOR inv ag
CNC(=O)COC(=O)/C=C/c1cn(-c2ccccc2)nc1-c1ccc2c(c1)OCCO2
  A = 2; B = -1.7; C = -5; D = 12; E = -1; F = -6; G = -1; H = -17; I = 114; J = 8

Cc1ccc(C)c(OCCC(=O)OCC(=O)N2c3ccccc3NC(=O)C2(C)C)c1
  A = 12; B = 3.2; C = 0; D = -9; E = -2; F = -7; G = -3; H = -21; I = 97; J = -17

O=C(C[n+]1ccc(C(=O)N/N=C/c2ccc(Br)cc2)cc1)c1ccccc1
  A = 7; B = 0.6; C = -2; D = 0; E = -1; F = 5; G = -3; H = -1; I = 108; J = -4

CCC(=O)Nc1cccc2ccccc12
  A = 0; B = -2.9; C = -1; D = 0; E = 0; F = -6; G = 1; H = -8; I = 95; J = 15

COc1cc(C(=O)N2Cc3cc4ccccc4nc3C2C)cc(OC)c1OC (stereo not drawn)
  A = .; B = .; C = 3; D = .; E = -5; F = -6; G = .; H = 1; I = 108; J = .

O=C(NCc1ccccc1F)C1CCCN1C(=O)Nc1ccccc1 (stereo not drawn)
  A = 4; B = -2.3; C = -4; D = -7; E = 1; F = -8; G = 1; H = 4; I = 120; J = 13

O=C(COC(=O)CC1c2ccccc2CCN1S(=O)(=O)c1ccc(F)cc1)Nc1ccccc1 (stereo not drawn)
  A = -24; B = 3.8; C = -1; D = 4; E = -3; F = -8; G = 2; H = 4; I = 132; J = -21

COc1ccc(CNC(=O)c2ccccc2NS(C)(=O)=O)cc1
  A = -5; B = -2.4; C = 2; D = 41; E = -5; F = -13; G = 2; H = -5; I = 77; J = 12

C/C(=N/NC(=O)c1cccs1)c1cccc(NC(=O)C2CC2)c1
  A = -5; B = -2.0; C = 2; D = -11; E = 1; F = -8; G = 0; H = 4; I = 69; J = 12

CCc1nnc(NC(=O)C2CCN(S(=O)(=O)c3ccc(C)cc3)CC2)s1
  A = -7; B = -1.8; C = 1; D = -8; E = 0; F = -2; G = 2; H = -5; I = 97; J = 8

O=C(NC1CC1)c1cccc(Br)c1
  A = -14; B = -3.3; C = 8; D = 8; E = -1; F = -2; G = 4; H = -3; I = .; J = 16

CC(C)(O)C#Cc1ccc(C(=O)N2CCC(C(N)=O)(N3CCCCC3)CC2)o1
  A = 9; B = -2.6; C = -1; D = -7; E = 0; F = -9; G = 3; H = -16; I = 122; J = 14

OCCC1CN(Cc2ccc3nsnc3c2)CCN1CCc1ccccc1 (stereo not drawn)
  A = 19; B = 1.3; C = -2; D = -1; E = -2; F = -2; G = -8; H = -6; I = 88; J = -9

COc1ccc(CCn2c(=O)[nH]c3cc(C(=O)N4CCN(c5ccccc5)CC4)ccc3c2=O)cc1OC
  A = 7; B = -0.3; C = 1; D = 2; E = 0; F = 6; G = -2; H = -5; I = 104; J = 2

COc1ccccc1CC(=O)NNC(=O)c1ccco1
  A = 8; B = -2.7; C = 5; D = 2; E = 3; F = -4; G = -3; H = -6; I = .; J = 17

NC(=O)[C@@H]1CCCCNc2c(F)cc([N+](=O)[O-])cc2C(=O)N[C@@H](CC(=O)O)C(=O)NCC(=O)N1
  A = -10; B = -2.5; C = -1; D = 5; E = 2; F = 3; G = 3; H = 2; I = 104; J = 14

Cc1ccc2c(c1)C(O)(CC(=O)c1cccc(-n3cccc3)c1)C(=O)N2 (stereo not drawn)
  A = 5; B = -3.5; C = 0; D = -14; E = 3; F = -4; G = -2; H = 0; I = 104; J = 18

CC12CCC(=O)N1C(C(=O)Nc1nc(-c3cc(F)ccc3F)cs1)CS2 (stereo not drawn)
  A = 15; B = 4.1; C = 1; D = 7; E = 0; F = 3; G = 4; H = 6; I = 75; J = -22

CC1CCCCC1NC(=O)CSc1ccsc1[N+](=O)[O-] (stereo not drawn)
  A = 1; B = -4.8; C = -1; D = 5; E = 0; F = -5; G = 1; H = 13; I = 104; J = 22

CCOC(=O)C(=CNc1ccc(N2CCOCC2)cc1)C(=O)OCC
  A = -5; B = -1.9; C = 1; D = -4; E = 1; F = 4; G = 2; H = 1; I = .; J = 10

CC1Cc2ccccc2N1C(=O)COc1cccc(-n2cnnn2)c1 (stereo not drawn)
  A = -10; B = -0.7; C = -5; D = 23; E = 0; F = -2; G = 5; H = 7; I = .; J = 5

COC(=O)c1ccccc1NC(=O)Cn1cc(Br)cn1
  A = 6; B = -4.4; C = 1; D = 16; E = 2; F = -4; G = -3; H = -5; I = 100; J = 21

Cc1ccc(S(=O)(=O)N2CCCC(C(=O)NCc3cccnc3)C2)cc1Cl (stereo not drawn)
  A = -5; B = -2.9; C = -11; D = 28; E = 1; F = -8; G = 3; H = 5; I = .; J = 17

Cc1ccc2[nH]c3c(NCc4ccco4)ncnc3c2c1
  A = 20; B = 2.3; C = -5; D = -5; E = -6; F = -5; G = 5; H = -4; I = 95; J = -13

# Compounds shown so far with a nitro group on carbon, in the order listed:
# Letters – A = HTR5A inv ctr; B = MOR-DOR ag; C = V-ATPase pHluor; D = Arrestin-AP2 inh; E = DAGLB inh; F = PKA-R2B act; G = HTR5A ag ctr; H = PKA-R1A act; I = Pemphigus Ab inh; J = MOR-DOR inv ag
CCOc1ccc(NC(=O)c2ccco2)c([N+](=O)[O-])c1
  A = -16; B = 4.9; C = 3; D = -11; E = -3; F = 5; G = 3; H = -1; I = 102; J = -27

NC(=O)[C@@H]1CCCCNc2c(F)cc([N+](=O)[O-])cc2C(=O)N[C@@H](CC(=O)O)C(=O)NCC(=O)N1
  A = -10; B = -2.5; C = -1; D = 5; E = 2; F = 3; G = 3; H = 2; I = 104; J = 14

CC1CCCCC1NC(=O)CSc1ccsc1[N+](=O)[O-] (stereo not drawn)
  A = 1; B = -4.8; C = -1; D = 5; E = 0; F = -5; G = 1; H = 13; I = 104; J = 22

# Compound activity as filed in PubChem.
